PTHR1 ag: activates the human parathyroid hormone receptor PTHR1. HEK293 GP2 PTHR1 cells, GloSensor cAMP luminescence, 1 h. 0.075% of 410,000 active. Potency, µM (titrated, usually from 115 µM), for inactives: top-dose activation, actives largely listed as activators. Q03431; note: potency is the fitted concentration of half-maximal effect; nearly all actives have a fitted effect of over 55% in size; some results filed as inactive show a strong effect at the top dose; inactives centre near -15; many of its hits are not listed in these tables
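HEK-293-derived GP2 cells expressing PTHR1 and a GloSensor cAMP reporter, 3,000/well, plated overnight, given luciferin plus IBMX (each 0.5 mM as added) for 1 h at 37 °C, then compound for 1 h at 37 °C. Luminescence was read after 15 min at room temperature.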
GLP-1R agonist: GLP-1 receptor (human) agonism; Potency, µM (series often up to 45.6 µM), for inactives: at the highest dose activation, most hits filed as activators; HEK293 GLP-1R CRE-luciferase, luminescence, 4-6 h; cells express a hypersensitive GLP-1R form; P43220; 0.007% of 380,000 active; AID 624172; note: potency is the fitted concentration of half-maximal effect; % of control where 0% means no effect
GLP-1R inv ag: acts as inverse agonist at human GLP-1 receptor; HEK293 GLP-1R CRE-luciferase, luminescence, 24 h; GLP-1R form is constitutively active; Potency, µM (series often up to 38.3 µM), for the others: top-dose activity change, negative = inhibition, usual class: inhibitors; 1.6% of 410,000 active; note: potency is the fitted concentration of half-maximal effect; % is set by controls: 0 for no effect and ±100 for the full control effect; nearly all actives have a fitted effect of over 55% in size
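Inverse agonists were sought by their lowering of basal cAMP reporter luciferase output in HEK293 cells stably carrying constitutively active human GLP-1R, after 24 h compound treatment.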
EPAC1 antagonist: EPAC1 (human) antagonism; O95398; EPAC1 GEF assay, Rap1b-BODIPY-GDP exchange fluorescence; Potency, µM (series often up to 115 µM), inactives show top-dose activity change, negative = inhibition, actives largely listed as inhibitors; 0.14% of 360,000 active;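 note: potency is the fitted concentration of half-maximal effect; plate controls were vehicle for no effect and positive control for full effect; nearly all actives have a fitted effect of over 50% in size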
PI5P4Ka inh: blocks human PI5P4K alpha kinase activity; P48426; 1.2% of 330,000 active; PI5P4Kalpha enzyme, ADP-Glo luminescence, 60 min; hits give low values; max response, %; active = max response of -50% or lower; inconclusive = between -30% and -50%; inactive = -30% or higher; note: value at the top dose of about 77 µM; % is set by controls: 0 for no effect and ±100 for the full control effect
Target sequence (P48426 whole entry, looked up): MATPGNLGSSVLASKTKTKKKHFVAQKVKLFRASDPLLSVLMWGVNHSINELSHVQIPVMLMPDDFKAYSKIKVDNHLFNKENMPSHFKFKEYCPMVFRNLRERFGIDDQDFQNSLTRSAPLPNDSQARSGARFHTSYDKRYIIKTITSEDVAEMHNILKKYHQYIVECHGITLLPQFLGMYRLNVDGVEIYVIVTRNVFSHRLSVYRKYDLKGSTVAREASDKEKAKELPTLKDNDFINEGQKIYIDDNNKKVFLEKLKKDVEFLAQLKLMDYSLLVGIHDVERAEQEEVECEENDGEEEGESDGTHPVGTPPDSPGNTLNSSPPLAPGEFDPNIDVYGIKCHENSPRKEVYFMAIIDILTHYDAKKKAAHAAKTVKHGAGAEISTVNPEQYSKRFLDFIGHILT
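Quantitative HTS of the MLSMR library against PI5P4Kalpha with substrate. ATP added last at 5 microM final; room temperature, 60 minutes. Remaining ATP depleted, ADP converted and read as luminescence.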
IL-2 act: activates IL-2 in a cell-based reporter assay; IL-2 activation reporter assay, cell-based qHTS; stimulated with anti-CD3/CD4/CD28 beads; in transgenic mouse T cells; activation, % (series mostly up to about 46 µM); 0.065% of 360,000 active; in the data active = activation above about 50%; inconclusive = mostly about 30% to 49%; note: 0% is about no effect
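EGFP and DsRed fluorescence is measured by plate cytometry in unstimulated transgenic mouse T cells exposed to compound for 60 minutes, then stimulated 18 hours at 37 degrees C with anti-CD3/anti-CD4 beads plus anti-CD28.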
HEK293 tox: cytotoxicity counter-screen for GLP-1 receptor inverse agonists; HEK293 cAMP-luciferase reporter cells, luminescence, 24 h; 0.13% of 410,000 active; Potency, µM (doses to about 38.3 µM), inactives show top-dose activity change, negative = inhibition, actives largely listed as inhibitors;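 note: loss of luciferase light is scored as toxicity; potency is the fitted concentration of half-maximal effect; % is set by controls: 0 for no effect and ±100 for the full control effect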
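Step one: seed cells (200 cells/uL, DMEM with 10% Nu serum, 1% pen-strep). Step two: 12-hour incubation at 37 deg C. Step three: pin 23 nL compound, incubate 24 hr. Step four: add luciferase reagent, read luminescence 12 min later.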
EPAC1 ag: agonists of human EPAC1 | O95398 | EPAC1 agonist qHTS, biochemical assay; response scale: 100% = response to 6.5 mM cAMP | Potency, µM (series often up to 154 µM), without a hit: top-dose activation, usual class: activators | 0.073% of 360,000 active | AID 720707; note: potency is the fitted concentration of half-maximal effect; nearly all actives have a fitted effect of over 60% in size
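Fluorescent GDP-exchange assay: 100 nM EPAC1 with 250 nM Rap1B preloaded with BODIPY-GDP and 50 uM GDP; compounds tested as concentration series, 5 min at room temperature, then read every 5 min for 30 min (ex 480/em 540 nm); normalized to 6.5 mM cAMP.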
PLK1 PBD block: inhibitors of human PLK1 polo-box domain binding. 2.8% of 360,000 active. AID 720504. Plk1 PBD binding of FITC phosphopeptide, fluorescence polarization. Potency, µM, without a hit: max response, negative = inhibition, usual class: inhibitors; note: potency is the fitted concentration of half-maximal effect; series mostly up to about 57 µM; % is set by controls: 0 for no effect and ±100 for the full control effect; nearly all actives have a fitted effect of over 65% in size
Target sequence (P53350 whole entry, looked up, the tested form may be a part): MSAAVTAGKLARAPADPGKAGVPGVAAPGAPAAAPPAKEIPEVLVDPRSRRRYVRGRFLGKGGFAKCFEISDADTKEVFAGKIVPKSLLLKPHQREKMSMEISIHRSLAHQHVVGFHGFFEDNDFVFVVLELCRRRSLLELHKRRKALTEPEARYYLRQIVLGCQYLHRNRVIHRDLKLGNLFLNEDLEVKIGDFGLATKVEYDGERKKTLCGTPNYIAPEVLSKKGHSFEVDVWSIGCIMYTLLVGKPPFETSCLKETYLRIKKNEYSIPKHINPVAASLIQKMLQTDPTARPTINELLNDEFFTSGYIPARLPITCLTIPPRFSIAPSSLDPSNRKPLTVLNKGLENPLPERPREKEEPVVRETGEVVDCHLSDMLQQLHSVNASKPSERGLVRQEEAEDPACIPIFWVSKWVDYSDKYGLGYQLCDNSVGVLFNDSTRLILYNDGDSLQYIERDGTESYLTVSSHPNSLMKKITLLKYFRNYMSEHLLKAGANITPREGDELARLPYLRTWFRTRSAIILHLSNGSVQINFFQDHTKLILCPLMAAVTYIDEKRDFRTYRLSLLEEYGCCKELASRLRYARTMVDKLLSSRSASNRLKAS
* hit, by the source's call; i = inactive; ? = inconclusive; / = not tested or not shown; & = joins results of further samples; [ ] = another dose, or the depositor's remark. Unless noted, calls come from the whole dose curve; as a rule, active = well fitted curve in the direction sought with a large enough effect; inconclusive = small, poorly fitted or top-dose-only effect, or another doubt; inactive = no such curve, though single readings can be large; an effect the other way counts as inactive or inconclusive. A portion of the library (hit frequency here may not be typical).

entry | smiles | PTHR1 ag | EPAC1 ag | IL-2 act | PLK1 PBD block | GLP-1R agonist | HEK293 tox | EPAC1 antagonist | GLP-1R inv ag | PI5P4Ka inh
1 | Cc1ccccc1NC(=S)N(Cc1cccs1)C1CCCC1 | -59%[inhibitor] | 14% | 2.8 | -18% | -1% | 2% | ? | -26% | 9
2 | Cc1nc(-c2ccc(-c3ccon3)s2)no1 | i | -6% | -1.9 | 5% | 1% | 4% | 1% | 23% | 1
3 | Cc1cccc(N2CCN(C(=O)C3(S(=O)(=O)c4ccc(Cl)cc4)CC3)CC2)c1C | -24% | 11% | -0.8 | 7% | -2% | -4% | -1% | ? | 3
4 | COc1ccc(CNC(=O)CN(Cc2ccccc2OC)C(=O)c2csnn2)cc1 | -5% | 6% | -0.4 | 0% | 9% | -9% | -16% | 5% | 5
5 | Cc1ccc(C(=O)NNC(=O)C(C)Sc2nc(N)cc(N)n2)cc1 (stereo not drawn) | i | -4% | -3.4 | -6% | -5% | 1% | 9% | 35%[activator] | -1
6 | O=C(c1ccc(S(=O)(=O)NCc2ccco2)cc1)N1CCCC1 | i | 4% | 0.4 | -11% | 6% | 4% | -18% | 7% | 0
7 | COCCn1nnnc1CN(Cc1cc2cc(OC)c(OC)cc2[nH]c1=O)C1CCCC1 | i | -2% | 0.1 | -3% | 3% | 6% | 2% | 26% | 3
8 | C[C@@H]1CN([C@H](C)CO)C(=O)CCCn2cc(nn2)CO[C@H]1CN(C)C(=O)c1ccccc1 | -6% | 12% | 0.3 | -5% | 9% | 4% | ? | 23% | 2
9 | Cc1cccc(-c2onc3ccc(C(=O)/C=C/N(C)C)cc23)c1 | -25% | -14% | 0.0 | -10% | -4% | -5% | ? | ? | -68*
10 | COc1ccc(-c2cc(C#N)nc(N3CCN(c4ccccc4)CC3)n2)cc1 | i | 8% | -1.6 | 3% | -5% | 7% | 1% | 4% | 1
11 | COc1ccccc1C(=O)NC(=O)COC(=O)C1CCC1 | -16% | 2% | 0.8 | 2% | -2% | 6% | 0% | -1% | 3
12 | O=C(Nc1cccc(Cl)c1N1CCCC1)c1cc2ccccc2o1 | i | 16% | -3.7 | 2% | -21% | 12% | -6% | -9% | -1
13 | O=C(CCS(=O)(=O)c1ccc(Br)cc1)Nc1ccc2c(c1)OCO2 | -5%[57.5 µM] | 7% | 0.1 | ? | 13% | -23% | 4% | 38%[activator] | /
14 | CCOC(=O)C[C@H]1c2ccc(C(F)(F)F)cc2S(=O)(=O)N1C(C)C | -1% | -4% | -2.8 | -2% | -1% | 5% | -7% | 1% | 2
15 | CCc1ccccc1NC(=O)COc1ccc2oc(-c3ccc(OC)cc3)cc(=O)c2c1 | i | 3% | -1.2 | -9% | 0% | -4% | 11% | -8% | -24
16 | CCCCCn1c(NC(=O)c2ccco2)c(S(=O)(=O)c2ccc(C)cc2)c2nc3ccccc3nc21 | -25%[57.5 µM] | 10% | -1.8 | 21µM* | 5% | 190%[activator] | ? | ? | /
17 | COc1cc(CNc2nc(C)c([N+](=O)[O-])c(C)c2C#N)cc(OC)c1OC | -34%[inhibitor] | -10% | -2.4 | -9% | 1% | -12% | 20% | -8% | 0
18 | CC(=O)Nc1cccc(N(C)S(C)(=O)=O)c1 | -8%[57.5 µM] | 7% | -2.1 | -14% | 0% | 2% | 3% | -4% | /
19 | Cc1ccc(-n2nnnc2SCC(=O)Nc2cc(C)on2)c(C)c1 | i | -16% | -0.7 | ? | 0% | ? | -12% | 9% | 0
20 | COc1ccc(OC)c(NC(=O)CSc2nc(C)cs2)c1 | -8%[57.5 µM] | 11% | 0.8 | -3% | -1% | 8% | -5% | 4% | /

4 entries already listed, sorted by molar mass, highest first.
entry | smiles | PTHR1 ag | EPAC1 ag | IL-2 act | PLK1 PBD block | GLP-1R agonist | HEK293 tox | EPAC1 antagonist | GLP-1R inv ag | PI5P4Ka inh
8 | C[C@@H]1CN([C@H](C)CO)C(=O)CCCn2cc(nn2)CO[C@H]1CN(C)C(=O)c1ccccc1 | -6% | 12% | 0.3 | -5% | 9% | 4% | ? | 23% | 2
3 | Cc1cccc(N2CCN(C(=O)C3(S(=O)(=O)c4ccc(Cl)cc4)CC3)CC2)c1C | -24% | 11% | -0.8 | 7% | -2% | -4% | -1% | ? | 3
4 | COc1ccc(CNC(=O)CN(Cc2ccccc2OC)C(=O)c2csnn2)cc1 | -5% | 6% | -0.4 | 0% | 9% | -9% | -16% | 5% | 5
11 | COc1ccccc1C(=O)NC(=O)COC(=O)C1CCC1 | -16% | 2% | 0.8 | 2% | -2% | 6% | 0% | -1% | 3

More results
entry | smiles | PTHR1 ag | EPAC1 ag | IL-2 act | PLK1 PBD block | GLP-1R agonist | HEK293 tox | EPAC1 antagonist | GLP-1R inv ag | PI5P4Ka inh
21 | Cc1ccc(S(=O)(=O)Nc2ccc(C(=O)NCc3ccccn3)cc2)cc1 | i | -15% | -0.2 | 5% | -3% | 5% | -3% | 30%[activator] | 8
22 | O=C(c1cnc2nc3ccccc3n2c1)c1cc(F)ccc1O | -3% | 10% | -0.8 | -5% | 0% | 1%[7.66 µM] | -9% | -1%[7.66 µM] | ?
23 | CN(C)S(=O)(=O)N1CCc2ccc(NC(=O)c3ccccc3Cl)cc2C1 | -15% | 1% | -3.3 | -22% | 7% | -3% | -8% | 13% | 0
24 | CC(=O)Oc1ccc(-c2cccc(C(=O)NCCCO)c2)cc1 | i | 8% | 0.6 | 0% | 12% | -7%[1.53 µM] | 17% | 36%[activator] | 2
25 | O=C(CCC(=O)OCC(=O)c1ccc(-c2ccccc2)cc1)Nc1cccc(Cl)c1 | -1%[57.5 µM] | 5% | -1.3 | -9% | 3% | 6% | -4% | 50%[activator] | 0
26 | CCN(CC)C(=O)Cn1c(=O)n(-c2ccccc2)c(=O)c2c3c(sc21)CCC3 | i | -1% | -2.3 | 0% | -10% | -2%&-7% | 5% | 14%&3% | 0
27 | CCc1cccc(NC(=O)CCS(=O)(=O)c2cc3c(cc2C)NC(=O)CO3)c1 | -22% | -2% | -0.9 | -23% | 9% | 2% | 16% | -5% | -8
28 | CC(C)(C)C(=O)Nc1nc(NC(=O)C(C)(C)C)nc(-c2ccccc2Cl)n1 | i | -3% | -0.4 | 0% | 6% | -3% | 12% | -24% | 6
29 | COc1ccccc1CCC(=O)Nc1ccc(S(=O)(=O)Nc2cc(C)nc(C)n2)cc1 | i | -2% | -0.9 | -7% | 0% | 11% | 11% | 0% | -7
30 | CN1C(=O)N(c2cccc3ccccc23)C(n2cncn2)C1(C)C (stereo not drawn) | i | 8% | 0.4 | -2% | 12% | 7% | -9% | -1% | 2
31 | COc1ccc2cc(Br)ccc2c1CC(=O)NC(C)(C)C | i | 1% | 1.4 | -3% | 2% | 3% | -4% | 13µM* | -2
32 | COc1ccc(S(=O)(=O)N2CCCC(C(F)(F)F)C2)cc1 (stereo not drawn) | i | -8% | -3.5 | -5% | 17% | -7% | -5% | -21% | 4
33 | FC(F)(F)c1ccc(/C=N/N2CCN(Cc3cccc4ccccc34)CC2)cc1 | -16% | 8% | 0.8 | 2% | 0% | 4% | -7% | -1% | 0
34 | O=S(=O)(NC1=NCCC1)c1cccc(NS(=O)(=O)c2ccc(F)c(Cl)c2)c1 | -10% | 14% | 0.5 | -2% | -1% | 2% | 12% | 7% | -2
35 | Cc1cccnc1NC(=S)NC(=O)c1cncc(Br)c1 | i | 5% | -1.8 | -11% | -8% | ? | 20% | ? | /
36 | O=c1c2ccccc2cnn1Cc1n[nH]c(=S)n1-c1ccccc1Cl | i | 12% | 1.8 | -9% | 1% | 15% | -18% | 16% | 6
37 | COC(=O)C1=CN(c2ccc(C(C)(C)C)cc2)C(N)=C(C#N)C1c1ccccc1F (stereo not drawn) | -38%[inhibitor] | 3% | -0.7 | -9% | / | 7% | -2% | -24% | 5
38 | Cc1nc2c3ccccc3n(CC#N)c(=O)n2n1 | -13% | 3% | -1.1 | -16% | 0% | -5% | -20% | 38%[activator] | 3
39 | Cc1ccc2c(C(=O)CN3CCN(c4ccccc4)CC3)c(C)[nH]c2c1 | -12% | 3% | -0.2 | -2% | 1% | -9% | 10% | -27% | -4
40 | CCCP(=O)(CC(=O)O)c1ccccc1 (stereo not drawn) | i | -3% | -1.8 | -3% | -2% | 0% | 21% | 21% | 1
41 | Cc1cc(C)cc(OCc2cc(=O)n3cc(C)sc3n2)c1 | -47% | / | / | / | 0% | 12% | / | 12% | /
42 | CC1(C(=O)NC2CCN(Cc3ccccc3)CC2)CCN1Cc1ccc(OC(F)(F)F)cc1 (stereo not drawn) | -56%[inhibitor] | -13% | 1.5 | 4% | -3% | -15% | -19% | ? | -4
43 | Fc1ccc(NC(=S)N2CCCC2)cc1 | -23%[57.5 µM] | 2% | -0.1 | -9% | -1% | 11% | 1% | 7% | -5
44 | O=C(Nc1ccncc1)c1ccc(Br)cc1 | -4% | 1% | -0.1 | -4% | 23% | 3% | -12% | 7% | 1
45 | Cn1c(=O)n(CCc2ccccc2)c(=O)c2c1nc1n2CCCN1CCc1ccccc1 | -24% | 1% | -0.4 | -1% | -43%[inhibitor] | -9% | -20% | 2.2µM* | 12
46 | O=C1C=C(c2ccccc2)CC(c2cccs2)C1n1cnc([N+](=O)[O-])c1 (stereo not drawn) | i | 0% | 0.4 | -14% | -29% | -23% | 3% | -23% | ?
47 | COCC(=O)Nc1ccc2c(c1)[C@@H]1C[C@H](CC(=O)OC)O[C@@H](CO)[C@@H]1O2 | -14% | 1% | -1.5 | -7% | -3% | -3% | 4% | 22% | 2
48 | CC(=O)NNC(=O)CCC(=O)Nc1ccccc1 | -43%[inhibitor] | 1% | -1.7 | -4% | -5% | 7% | -1% | -29% | /
49 | COc1cc(F)ccc1-c1csc(C(C)(NC(C)=O)c2ccccc2)n1 (stereo not drawn) | 16% | -4% | 0.2 | -13% | 29% | 1% | -22% | 34%[activator] | 1
50 | O=[N+]([O-])c1cccc(/C=C/c2nc(C=Nc3ccccc3)c(O)o2)c1 | -20%[57.5 µM] | 2% | 1.5 | -6% | -11% | -4% | -5% | 0% | /
51 | O=c1c2cnn(-c3ccccc3)c2ncn1Cc1cccc(Cl)c1 | -31%[inhibitor] | -7% | -2.6 | -11% | 2% | 18% | -7% | 9% | 0

Bioassay records: PubChem, National Center for Advancing Translational Sciences (NCATS)
